FBPA coupling cs – qHTS Assay for Inhibitors of Fructose-1,6-bisphosphate Aldolase from Giardia Lamblia: Coupling assay counterscreen; coupling enzyme system counterscreen, AmpLite Red fluorescence; activity change, negative = inhibition, % at 58.2 µM, hits read low; hit rate 0.67% among 290,000; AID 2472, 2010; in the data active = activity change below about -30%; note: % is set by controls: 0 for no effect and ±100 for the full control effect
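Counterscreen lacking aldolase: glyceraldehyde-3-phosphate coupling-enzyme reagent preincubated 10 min at RT with compound (at 57.5 uM final), then substrate/coupling system with AmpLite Red added; fluorescence read at 525/598 nm after 20 min RT.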
FLuc counter – qHTS profiling assay for firefly luciferase inhibitor/activator using purifed enzyme and Km concentrations of substrates (counterscreen for miR-21 project). purified FLuc, Km substrates, luminescence inhibition. Potency, µM (doses to about 57.5 µM), for the others: top-dose activity change, negative = inhibition, actives largely listed as inhibitors. hit rate 6.9% among 360,000;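 note: potency is the fitted concentration of half-maximal effect; plate controls were vehicle for no effect and reference inhibitor for full effect; nearly all actives have a fitted effect of over 55% in size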
Target sequence (P08659 whole entry, looked up): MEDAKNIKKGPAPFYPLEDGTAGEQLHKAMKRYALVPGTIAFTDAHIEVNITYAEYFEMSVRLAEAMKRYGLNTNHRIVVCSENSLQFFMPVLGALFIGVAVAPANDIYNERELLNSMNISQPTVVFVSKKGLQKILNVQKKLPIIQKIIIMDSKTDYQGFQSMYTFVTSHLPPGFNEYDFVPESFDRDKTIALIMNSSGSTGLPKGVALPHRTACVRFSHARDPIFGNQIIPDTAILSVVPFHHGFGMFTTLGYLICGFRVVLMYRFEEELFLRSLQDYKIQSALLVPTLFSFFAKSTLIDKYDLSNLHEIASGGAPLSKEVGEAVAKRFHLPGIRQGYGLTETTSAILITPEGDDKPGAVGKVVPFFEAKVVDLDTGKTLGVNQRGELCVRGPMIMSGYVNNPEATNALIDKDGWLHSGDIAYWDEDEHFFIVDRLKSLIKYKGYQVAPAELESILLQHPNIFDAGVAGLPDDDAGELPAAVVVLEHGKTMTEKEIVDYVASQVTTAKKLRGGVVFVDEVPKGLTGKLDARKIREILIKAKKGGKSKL
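Purified P. pyralis luciferase (10nM final) with 10uM D-luciferin and 10uM ATP (Km levels) in 50mM Tris acetate pH 7.5, 10mM Mg acetate, 0.01% Tween-20, 0.05% BSA; qHTS 6-point titration, ~60 µM downward; luminescence read.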
uPA generation – qHTS for Inhibitors of Cell Surface uPA Generation; cell surface uPA generation assay, qHTS; Potency, µM (highest dose often 38.3 µM), for inactives: at the highest dose activity change, negative = inhibition, most hits filed as inhibitors; hit rate 0.31% among 330,000; AID 540303, 2011; active = well fitted inhibition curve with a large enough effect; inconclusive = small, poorly fitted or top-dose-only effect; inactive = no such curve, though single readings can be large or run the other way; tested in mouse RAW 264.7 cells; note: potency is the fitted concentration of half-maximal effect; % is set by controls: 0 for no effect and ±100 for the full control effect; nearly all actives have a fitted effect of over 55% in size
Rab9 prom act – qHTS Assay for Rab9 Promoter Activators; Potency, µM (top dose mostly 9.22 µM), for the others: at the highest dose activation, negative = inhibition, most hits filed as activators; hit rate 2.8% among 320,000; AID 485297, 2010; Huh7 Rab9 promoter-luciferase reporter, luminescence, 24 h; note: potency is the fitted concentration of half-maximal effect; % of control where 0% means no effect; nearly all actives have a fitted effect of over 60% in size
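Stable Rab9-luc Huh7, 1500 cells/well, 2 h settle; cmpd in DMSO, 24 h, 37 °C/5% CO2; luciferase reagent 10 min RT; luminescence.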
RORgamma inh – qHTS for inhibitors of ROR gamma transcriptional activity. Drosophila S2 Gal4-RORgamma UAS-luciferase reporter, 20 h. hit rate 5.4% among 310,000. Nuclear receptor ROR-gamma (Mus musculus), P51450. Potency, µM (titrated, usually from 53.6 µM), for inactives: top-dose activity change, negative = inhibition, actives largely listed as inhibitors. AID 2551, 2010; note: potency is the fitted concentration of half-maximal effect; % is set by controls: 0 for no effect and ±100 for the full control effect; nearly all actives have a fitted effect of over 60% in size
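Compounds are pin-transferred onto Drosophila Schneider cells expressing a copper-inducible Gal4–ROR gamma transactivation domain fusion. After 1 hr, copper sulfate is added to 700 uM final; luciferase is read 20 hr later.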
NPC1 promoter act – qHTS Assay for NPC1 Promoter Activators | Huh7 NPC1 promoter luciferase reporter, 24 h | AID 485313, 2010 | hit rate 2.4% among 320,000 | Potency, µM (series often up to 9.22 µM), for the others: at the highest dose activation, usual class: activators;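 note: potency is the fitted concentration of half-maximal effect; % of control where 0% means no effect; nearly all actives have a fitted effect of over 60% in size; reporter is driven by a mutant NPC1 promoter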
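Huh7 reporter cells (NPC1 promoter driving luciferase) are dosed with compound for 24 h at 37 °C, 5% CO2; luciferase detection reagent is then added and luminescence measured after 10 min at ambient temperature.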
Tb PFK block – qHTS Assay to Find Inhibitors of T. brucei phosphofructokinase | ATP-dependent 6-phosphofructokinase (Trypanosoma brucei brucei), O15648 | T. brucei PFK, ADP-Glo luminescence | Potency, µM (titrated, usually from 57.5 µM), inactives show at the top dose activity, negative = inhibition, hits mostly inhibitors | hit rate 0.17% among 330,000;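 note: potency is the fitted concentration of half-maximal effect; 0% = uninhibited 1x PFK enzyme wells and -100% = no-enzyme wells; nearly all actives have a fitted effect of over 60% in size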
Target sequence (O15648 whole entry, looked up): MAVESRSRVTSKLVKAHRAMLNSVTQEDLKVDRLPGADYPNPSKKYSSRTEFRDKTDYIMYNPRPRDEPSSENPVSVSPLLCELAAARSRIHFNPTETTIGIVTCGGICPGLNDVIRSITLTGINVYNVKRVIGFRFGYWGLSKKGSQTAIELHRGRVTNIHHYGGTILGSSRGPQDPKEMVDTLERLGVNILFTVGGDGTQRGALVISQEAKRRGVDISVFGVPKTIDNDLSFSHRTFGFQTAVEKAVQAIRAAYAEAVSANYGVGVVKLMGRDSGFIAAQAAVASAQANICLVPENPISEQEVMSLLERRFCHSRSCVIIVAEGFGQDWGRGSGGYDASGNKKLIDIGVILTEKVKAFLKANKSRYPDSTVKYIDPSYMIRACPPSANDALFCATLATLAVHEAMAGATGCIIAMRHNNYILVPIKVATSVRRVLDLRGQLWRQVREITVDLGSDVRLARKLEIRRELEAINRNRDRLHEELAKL
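1.25 nM PFK with 0.5 mM F6P and 0.1 mM ATP in 0.1 M TEA pH 8.0, 5 mM MgCl2, incubated 45 min at room temperature; ADP measured by ADP-Glo luminescence; compounds titrated up to 57 uM.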
ELG1 genotoxic – qHTS screen for small molecules that induce genotoxicity in human embryonic kidney (HEK293T) cells expressing luciferase-tagged ELG1; Potency, µM (doses to about 46 µM), without a hit: top-dose activity change, positive = activation, actives largely listed as activators; HEK293T ELG1-luciferase reporter, luminescence, 16 h; hit rate 1.3% among 330,000; note: potency is the fitted concentration of half-maximal effect; % of control where 0% means no effect; nearly all actives have a fitted effect of over 60% in size
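Cells (2,000/well) expressing the ELG1-luciferase fusion are dosed by pin tool and kept 16 hr at 37 °C, 5% CO2. Signal comes from ONE-Glo luciferase reagent after 30 min at room temperature.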
Giardia kill – Small Molecules that selectively kill Giardia lamblia: qHTS; Giardia lamblia trophozoite viability; AID 540267, 2011; activity change, % at 7.66 µM, hits read low; hit rate 0.15% among 340,000; in the data active = activity change below about -80%; inconclusive = between about -30% and that limit;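 note: parasites exposed to compound for two days anaerobically before the ATP read; % is set by controls: 0 for no effect and ±100 for the full control effect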
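ATP-content bioluminescence gauges trophozoite survival. Cells (100/well) receive compound and incubate anaerobically for 48 hrs at 37 deg C; detection reagent follows for 15-30 min at room temperature.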
VP16 counter – VP16 counterscreen qHTS for inhibitors of ROR gamma transcriptional activity; Drosophila S2 Gal4-VP16 UAS-luciferase, luminescence, 20 h; Potency, µM (highest dose often 53.6 µM), without a hit: at the top dose activity, negative = inhibition, most hits filed as inhibitors; hit rate 3.5% among 310,000; AID 2546, 2010;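 note: Gal4-VP16 expression switched on by copper sulfate through the metallothionein promoter; potency is the fitted concentration of half-maximal effect; % is set by controls: 0 for no effect and ±100 for the full control effect; nearly all actives have a fitted effect of over 50% in size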
KCNH2 3.1 inh – qHTS for Inhibitors of KCHN2 3.1: Mutant qHTS. AID 720553, 2013. U2OS KCNH2 3.1, thallium flux FluxOr; stronger effect = lower value. hit rate 0.95% among 340,000. activity change, % (tested at about 1.8 µM);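 active = maximum activity change below -70%; inconclusive = maximum activity change from -70% to -50%; inactive = maximum activity change above -50%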;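 note: thallium influx rate constant from kinetic fluorescence after stimulation buffer; % is set by controls: 0 for no effect and ±100 for the full control effect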
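Channel expression came from 3.1 mutant virus (1.77 x 10^8 /mL) applied to suspended U2OS cells for 4 h. Flux was tracked with FluxOr dye plus Red40 quencher, and kinetic rate constants normalized to controls.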
The depositor's hits bear a star; u = inconclusive; x = no result given; & = joins results of further samples; [ ] = dose if it differs, or a comment. Unless noted, calls come from the whole dose curve; as a rule, active = well fitted curve in the direction sought with a large enough effect; inconclusive = small, poorly fitted or top-dose-only effect, or another doubt; inactive = no such curve, though single readings can be large; an effect the other way counts as inactive or inconclusive.

SMILES	FBPA coupling cs	FLuc counter	uPA generation	Rab9 prom act	RORgamma inh	NPC1 promoter act	Tb PFK block	ELG1 genotoxic	Giardia kill	VP16 counter	KCNH2 3.1 inh
Cc1ccc(O)c(CNc2nccs2)c1	1	-4%	-8%	7%	u	3%	-2%	3%	-1	-6%	-20
COC(=O)c1ccc(CSCc2ccc(C#N)cc2)cc1	0	-1%	x	6%	9%	2%	0%	6%	x	4%	x
CCOC(=O)C1CCN(S(=O)(=O)c2ccc3c(c2)CC(C)N3C(=O)C2CC2)CC1 (stereo not given)	2	-1%	3%	-9%	-2%	-9%	3%	-7%[9.26 µM]	-25	2%	-3
NC(=O)c1ccccc1NC(=O)CC1(CC(=O)O)CCCC1	0	-2%	0%	-8%	23%	0%	0%	0%	8	12%	-4
O=C(CSc1nnnn1-c1ccccc1)c1cc2ccccc2oc1=O	0	-1%	-2%	-1%	-35%	-2%	1%	u	12	u	-3
COc1ccccc1CN1C[C@@H]2C[C@@H](c3ccccc3OC)N3CCC[C@@]23C1=O	2	-2%	-4%	0%	1%	-2%	1%	-2%	6	-3%	-2
CC1(C)CC(=O)C=C(Nc2ccc(C(=O)O)c(O)c2)C1	-2	-13%	3%	-5%	-4%	-1%	1%	-1%	-3	-8%	2
Fc1ccccc1CSc1nc2ncc(Br)cc2[nH]1	-6	u	2%	u	-12%	u	2%	u	12	24%	-14
COc1ccc(CNc2ccc([N+](=O)[O-])cc2C)cc1	0	-5%	4%	2%	14%	0%	-5%	-1%	-29	11%	-4
COCc1cc(=O)[nH]c(/N=C(\N)Nc2c(F)cccc2F)n1	2	-1%	1%	-1%	-15%	-3%	-3%	1%	24	-1%	7
COc1ccc(Cl)c(NC(=O)NCCN2CCN(c3ccccc3)CC2)c1	2	0%	2%	-6%	-20%	-4%	1%	-1%	22	-1%	-22
Cc1cc(Cn2ccnc2)c(C)cc1Cn1ccnc1	0	1%	x	-4%	32%	1%	-1%	2%	-8	1%	5
O=C(O)CS(=O)CC(=O)Nc1cccc(C(F)(F)F)c1 (stereo not given)	-1	-1%	-1%	1%	42%	0%	-24%	-6%	4	1%	16
CCOc1ccc(/C=C/c2c([N+](=O)[O-])c(=O)n(C)c(=O)n2C)cc1	0	0%	-19%	-7%	-20%	-2%	-1%	-5%	25	-10%	-5
COc1ccc(C(=O)C[n+]2ccccc2/C=N/O)cc1	1	-2%	1%	-3%	-3%	-2%	0%	12%	-4	-4%	x
COc1ccc(-c2csc3ncnc(NCCN4CCOCC4)c23)cc1	-1	0%	-16%	3%	-7%	0%	-1%	-20%	6	-2%	0
O=C(NC1CC1)C1=C[C@@H](c2coc3ccccc3c2=O)C[C@@H](OCCCCO)O1	2	4%	u	-2%	-6%	-2%	-2%	3%	4	-6%	0
O=[N+]([O-])c1cc(N=Nc2ccc3ccccc3c2)ccc1O	5	3.4µM*	u	2µM*	4%[1.91 µM]	2.2µM*	2%	u	u	-28%	4
CCOC(=O)c1c(C)[nH]c(C)c1C(=O)CSc1nc(N)cc(=O)[nH]1	2	-2%	4%	0%	1%	-3%	1%	1%	-10	3%	16
O=C(O)c1ccc(CNCc2ccc(F)cc2)cc1	-1	-2%	3%	-5%	5%	-3%	-4%	-1%	-25	4%	4
COc1ccc(CC(=O)N(Cc2ccccc2)c2ccc(C)cc2)cc1S(=O)(=O)N1CCOCC1	x	u	-5%	-2%	x	0%	0%	-7%	-14	x	5
CCCOc1ccc(C(CC(=O)O)NS(=O)(=O)c2ccc(NC(C)=O)cc2)cc1 (stereo not given)	6	1%	3%	-1%	-1%	-6%	0%	2%	12	-2%	11
Brc1ccc(/C=N/Nc2ncnc3c2cnn3Cc2ccccc2)cc1	-3	-2%	3%	-7%	-12%	-4%	-6%	2%	22	-2%	5
CCC(Oc1ccccc1)C(=O)Nc1ccc(S(=O)(=O)Nc2cnc3ccccc3n2)cc1 (stereo not given)	9	-1%	3%	-2%	-6%	-1%	-3%	-9%	2	-5%[0.365 µM]	-1
O=C(NCc1cccnc1)c1cc(-c2ccc(Cl)cc2)oc1C(F)(F)F	-3	-14%	-13%	-11%	27%	5%	3%	-9%	12	0%	2

Single entries from the entries so far.
COC(=O)c1ccc(CSCc2ccc(C#N)cc2)cc1 | FLuc counter: -1%
Cc1cc(Cn2ccnc2)c(C)cc1Cn1ccnc1 | Rab9 prom act: -4%
COc1ccc(-c2csc3ncnc(NCCN4CCOCC4)c23)cc1 | uPA generation: -16%
COc1ccccc1CN1C[C@@H]2C[C@@H](c3ccccc3OC)N3CCC[C@@]23C1=O | KCNH2 3.1 inh: -2
CCOc1ccc(/C=C/c2c([N+](=O)[O-])c(=O)n(C)c(=O)n2C)cc1 | Giardia kill: 25

Continued.
SMILES	FBPA coupling cs	FLuc counter	uPA generation	Rab9 prom act	RORgamma inh	NPC1 promoter act	Tb PFK block	ELG1 genotoxic	Giardia kill	VP16 counter	KCNH2 3.1 inh
Cn1cccc1C(=O)NNC(=O)COc1ccccc1F	-1	u	2%	u	-38%	u	4%	u	-7	-4%	3
Cc1ccc(S(=O)(=O)NCCC(=O)N2CC(C)OC(C)C2)cc1 (stereo not given)	x	2%	1%	10%	x	0%	-11%	-6%	-10	x	10
COc1ccc(-c2nnc(SC(C)C(=O)Nc3cccc(Cl)c3)o2)cc1 (stereo not given)	1	-18%	1%	4µM*	-33%	u	-1%	21µM*	23	u	-2
O=C(O)CCCC(=O)Nc1ccc(-n2ccc(C(F)(F)F)n2)cc1	-2	-18%	-9%	-3%	9%	-4%	2%	0%	3	0%	-2
CCc1nonc1NC(=O)c1oc2cc(C)c(Cl)cc2c1C	-12	5%&2%	-3%	11%	-2%	10%	-3%	13%	19	9%	24
CN1C(=O)c2cccc3c(S(N)(=O)=O)ccc1c23	-1	1%	-5%	-1%	1%	2%	-2%	6%	-10	1%	-6
CC(=O)N1CCN(c2cc3c(cc2F)c(=O)c(C(=O)O)cn3C2CC2)CC1	6	0%	2%	1%	3%	-2%	3%	1%	5	4%	4
COc1cc2c(cc1OC)CN(C(=S)Nc1c(C)cccc1C)CC2	2	4%	1%	-1%	-26%	0%	0%	0%	0	-1%	17
O=C(CSc1nc(Nc2ccccc2)nc(N2CCOCC2)n1)Nc1cccc([N+](=O)[O-])c1	x	u	0%	-8%	u	0%	0%	-14%	18	0%	x
CCCCCCCCCC(=O)N1CCN(c2cc3c(cc2F)c(=O)c(C(=O)O)cn3CC)CC1	0	1%	-6%	-1%	1%	-4%	1%	-5%	23	-10%	-6
COC(=O)c1cc(NC(=O)c2c(-c3ccccc3)noc2C)ccc1N1CCOCC1	x	2%	u	6%	3%	-1%	-1%	0%	21	-1%	-10
CC(C)(C)NC(=O)C(c1cccs1)N(Cc1ccco1)C(=O)c1csnn1 (stereo not given)	5	1%	-17%	-2%	8%	3%	-19%	-5%	12	2%	10
Cc1cccc(C)c1OCC(O)Cn1ccnc1C (stereo not given)	-3	-1%	4%	1%	17%	0%	1%	-5%	17	5%	10
CCCNC(=O)CCC(=O)Nc1ncc(-c2ccc(C)cc2)n1C	2	-11%	0%	0%	3.5µM*	14%	-1%	9%	1	5.6µM*	6
CCN(CC)S(=O)(=O)c1cnccc1N1CCN(c2cccc(Cl)c2)CC1	1	-1%	-2%	-6%	u	-6%	-4%	0%	36[activator]	1%	-3

Reprinted at random: 3 entries already listed.
SMILES	FBPA coupling cs	FLuc counter	uPA generation	Rab9 prom act	RORgamma inh	NPC1 promoter act	Tb PFK block	ELG1 genotoxic	Giardia kill	VP16 counter	KCNH2 3.1 inh
CC(C)(C)NC(=O)C(c1cccs1)N(Cc1ccco1)C(=O)c1csnn1 (stereo not given)	5	1%	-17%	-2%	8%	3%	-19%	-5%	12	2%	10
Cn1cccc1C(=O)NNC(=O)COc1ccccc1F	-1	u	2%	u	-38%	u	4%	u	-7	-4%	3
CCCNC(=O)CCC(=O)Nc1ncc(-c2ccc(C)cc2)n1C	2	-11%	0%	0%	3.5µM*	14%	-1%	9%	1	5.6µM*	6
